Bioassay records deposited in PubChem by several laboratories.
Rac1 mut GTP – human Rac1 activated mutant GTP binding change; P63000; GST-Rac1 activated beads, fluorescent GTP binding, flow cytometry; actives lie on both sides; 100% means binding = to untreated wells; percent activity (GTP binding), % at 10 µM; 0.11% of 190,000 active; AID 764;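 active = GTP binding at least 20 percentage points away from the 100% baseline, in either direction, so actives lie on both sides; inconclusive = Compound likely fluorescent itself, or too few beads counted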
Rab7 wt GTP bind – dog Rab7 wildtype GTP binding, inhibitors and activators; GST-Rab7 beads, fluorescent GTP binding, flow cytometry; actives lie on both sides; untreated = 100%, excess cold GTP = 0%; GTP binding activity (percent of control), % at 10 µM; 0.055% of 190,000 active; AID 758;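 active = fluorescent GTP binding to Rab7 beads changed by at least 20 points from the 100% baseline, either direction, mostly lower; inconclusive = compound itself probably fluorescent, or too few beads counted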;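 also: median green fluorescence of bound Bodipy-FL-GTP per Rab7 bead population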
Pf gametocyte – P. falciparum stage V gametocyte viability inhibition | P. falciparum stage V gametocytes, ATP luminescence, 24 h | inhibition, % at 10.9 µM | 0.065% of 150,000 active;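 active = inhibition above the mean plus 3 SD of compounds within the control limits, set per campaign, cut at about 38% in these data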;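 also: 0% = DMSO wells and 100% = medium only without gametocytes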
HRas wt GTP – modulators of GTP binding to human HRas wildtype; P01112; GTP binding activity, % at 10 µM; 0.14% of 190,000 active; GST-Ras wt beads, Bodipy-FL-GTP binding, flow cytometry; actives lie on both sides;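 active = GTP binding activity at least 20% away from the 100% baseline, either lowered as inhibitor or raised as activator; inconclusive = flagged as likely green fluorescent, judged across all proteins in the well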;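 also: 0% = unlabeled GTP competition control and 100% = no-compound control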
Target sequence (P01112 whole entry, looked up): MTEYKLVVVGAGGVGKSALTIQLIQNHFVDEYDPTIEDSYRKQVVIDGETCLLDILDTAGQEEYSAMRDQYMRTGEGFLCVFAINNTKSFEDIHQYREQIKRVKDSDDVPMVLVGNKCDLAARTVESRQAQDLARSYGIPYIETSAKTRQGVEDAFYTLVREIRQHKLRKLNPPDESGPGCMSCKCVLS
Mcl1-Bid inh – Mcl-1/Bid interaction inhibition. Q07820. TR-FRET Mcl-1/Bid-Dy647 peptide binding, 1536-well. inhibition, % at 21.7 µM. 0.97% of 220,000 active;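 active = compounds that cut the binding signal by more than half at the single screening dose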;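 also: His-tagged Mcl-1 with europium anti-His antibody binding Bid BH3 peptide; 0% = Mcl-1 plus peptide wells and 100% = peptide-only wells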
Target sequence (Q07820 whole entry, looked up): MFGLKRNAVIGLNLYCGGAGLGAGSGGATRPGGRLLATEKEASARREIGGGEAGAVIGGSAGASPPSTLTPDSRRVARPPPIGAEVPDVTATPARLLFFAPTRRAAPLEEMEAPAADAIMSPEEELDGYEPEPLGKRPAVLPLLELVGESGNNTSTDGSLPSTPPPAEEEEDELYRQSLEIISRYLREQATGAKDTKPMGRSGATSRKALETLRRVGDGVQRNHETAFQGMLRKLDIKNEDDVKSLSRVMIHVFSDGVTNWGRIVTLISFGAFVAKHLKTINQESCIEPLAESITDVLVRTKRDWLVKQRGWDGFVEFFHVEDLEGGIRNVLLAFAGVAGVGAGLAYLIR
Cdc42 wt GTP – modulators (inhibitors or activators) of GTP binding to human Cdc42 wildtype; P60953; GST-Cdc42 beads, Bodipy-GTP binding, flow cytometry; actives lie on both sides; percent activity (GTP binding), % at 10 µM; 0.2% of 190,000 active;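 active = percent activity GTP binding at least 20 points away from the 100% baseline, either down as inhibitor or up as activator; inconclusive = compound flagged as likely green fluorescent from well-wide comparison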;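 also: median bead fluorescence of bound Bodipy-FL-GTP at 100 nM; 0% = excess unlabeled GTP control and 100% = no compound control; below 100% means less GTP binding so inhibitor and above means activator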
Target sequence (P60953 whole entry, looked up): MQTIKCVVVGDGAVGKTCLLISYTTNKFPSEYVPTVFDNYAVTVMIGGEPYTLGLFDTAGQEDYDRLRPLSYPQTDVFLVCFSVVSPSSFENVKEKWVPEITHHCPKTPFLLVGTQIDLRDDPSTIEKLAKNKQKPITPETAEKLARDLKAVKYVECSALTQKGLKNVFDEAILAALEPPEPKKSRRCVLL
RGS8-Gao reg – modulates binding of RGS8 to human Galphao; P09471; multiplexed bead flow cytometry; actives lie on both sides; response (percent of control binding), % at 10 µM; AID 1423; 0.34% of 220,000 active; in the data active = response below about 60% or above about 140%; inactive = in between;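 also: Galphao activated as the GDP aluminium fluoride complex binding bead-coupled RGS8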
Rab2A wt mod – changes GTP binding to wildtype dog Rab2A, up or down; GTP binding activity, % at 10 µM; P61105; 0.19% of 190,000 active; AID 760; GST-Rab2 wt beads, Bodipy-GTP binding, flow cytometry;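 active = GTP binding activity at least 20 points away from 100%, either lowered or raised; inconclusive = signal likely due to the compound's own green fluorescence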;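 also: 0% = beads with excess unlabeled GTP and 100% = no-compound control corrected for plate trend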
Bim-Mcl-1 – human Bim-Mcl-1 interaction inhibition. 0.1% of 190,000 active. inhibition, % at 10 µM. Q07820. Bead-based flow cytometry, Bim peptide-Mcl-1 binding; in the data active = inhibition above about 40%;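 also: 0% = no compound tracer wells and 100% = peptide blocker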
Rac1 wt GTP bind – alters GTP binding to wildtype human Rac1. GST-Rac1 beads, fluorescent GTP binding, flow cytometry; actives lie on both sides; 0 = cold GTP competed, 100 = untreated. GTP binding activity (% of control), % at 10 µM. 0.27% of 190,000 active;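 active = GTP binding activity at least 20 points away from the 100% control level, either lower or higher; inconclusive = compound flagged as likely green fluorescent, judged across all proteins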
Mcl1 Noxa PPI – Mcl-1/Noxa interaction inhibition; Q07820; TR-FRET Mcl-1/Noxa peptide binding, 2 h; inhibition, % at 21.7 µM; 1.5% of 220,000 active; AID 1022;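 active = compounds that cut the protein-peptide binding signal by more than 50% relative to plate controls in a single-dose test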;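 also: His-tagged Mcl-1 with rhodamine Noxa BH3 peptide and terbium anti-His antibody; 0% = Mcl-1 plus Noxa peptide wells and 100% = peptide-only wells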
An asterisk follows results filed as active; ? = inconclusive; . = no result given.

The opening four records, to show the layout:
SMILES	Rac1 mut GTP	Rab7 wt GTP bind	Pf gametocyte	HRas wt GTP	Mcl1-Bid inh	Cdc42 wt GTP	RGS8-Gao reg	Rab2A wt mod	Bim-Mcl-1	Rac1 wt GTP bind	Mcl1 Noxa PPI
Cc1ccc(-c2csc(NNC(=O)c3ccccc3)n2)cc1	99	98	-7	98	-35	97	104	99	-2	102	-3
O=C(COc1cccc2cccnc12)N1CCc2ccccc2C1	99	102	10	100	-14	97	99	101	-4	103	16
COc1cccc(=O)c2c(C)n(-c3ccc(C(=O)O)cc3)c(C)c12	89	96	.	90	-35	90	99	91	0	90	19
COc1ccccc1-n1c(SCC(=O)NC2CCS(=O)(=O)C2)nc2cc([N+](=O)[O-])ccc21 (stereo not given)	102	101	-12	98	-9	103	101	101	-3	103	14

The list itself, from the first entry:
SMILES	Rac1 mut GTP	Rab7 wt GTP bind	Pf gametocyte	HRas wt GTP	Mcl1-Bid inh	Cdc42 wt GTP	RGS8-Gao reg	Rab2A wt mod	Bim-Mcl-1	Rac1 wt GTP bind	Mcl1 Noxa PPI
Cc1ccc(-c2csc(NNC(=O)c3ccccc3)n2)cc1	99	98	-7	98	-35	97	104	99	-2	102	-3
O=C(COc1cccc2cccnc12)N1CCc2ccccc2C1	99	102	10	100	-14	97	99	101	-4	103	16
COc1cccc(=O)c2c(C)n(-c3ccc(C(=O)O)cc3)c(C)c12	89	96	.	90	-35	90	99	91	0	90	19
COc1ccccc1-n1c(SCC(=O)NC2CCS(=O)(=O)C2)nc2cc([N+](=O)[O-])ccc21 (stereo not given)	102	101	-12	98	-9	103	101	101	-3	103	14
COc1ccc(/C(N)=N/OC(=O)c2ccc(OC)c([N+](=O)[O-])c2)cc1OC	95	96	-1	95	16	95	109	98	0	100	11
N#Cc1ccc(NC(=O)COC(=O)CSc2nnc(-c3ccc(Cl)cc3)o2)cc1	95	98	10	94	-33	95	102	93	-3	95	15
O=C(Nc1ncc(Cc2ccccc2)s1)C1CCCO1 (stereo not given)	104	105	.	107	-25	112	98	108	0	113	-11
COc1ccc(-n2cc(-c3ccccc3)c3c(NCCCN4CCOCC4)ncnc32)cc1	96	94	.	93	-67	96	131	89	-2	99	20
COC(=O)COc1ccc(C)cc1-n1nc2ccccc2n1	98	100	-10	101	8	99	93	100	2	97	14
Cc1ccccc1-n1c(SCC(=O)c2cc(C)n(C)c2C)nnc1-c1ccncc1	97	94	.	95	-84	96	101	95	1	99	-3

Complete entries, looked up by structure:
O=C(COc1cccc2cccnc12)N1CCc2ccccc2C1 is entered as Rac1 mut GTP = 99; Rab7 wt GTP bind = 102; Pf gametocyte = 10; HRas wt GTP = 100; Mcl1-Bid inh = -14; Cdc42 wt GTP = 97; RGS8-Gao reg = 99; Rab2A wt mod = 101; Bim-Mcl-1 = -4; Rac1 wt GTP bind = 103; Mcl1 Noxa PPI = 16
Cc1ccc(-c2csc(NNC(=O)c3ccccc3)n2)cc1 is entered as Rac1 mut GTP = 99; Rab7 wt GTP bind = 98; Pf gametocyte = -7; HRas wt GTP = 98; Mcl1-Bid inh = -35; Cdc42 wt GTP = 97; RGS8-Gao reg = 104; Rab2A wt mod = 99; Bim-Mcl-1 = -2; Rac1 wt GTP bind = 102; Mcl1 Noxa PPI = -3

Next records follow:
SMILES	Rac1 mut GTP	Rab7 wt GTP bind	Pf gametocyte	HRas wt GTP	Mcl1-Bid inh	Cdc42 wt GTP	RGS8-Gao reg	Rab2A wt mod	Bim-Mcl-1	Rac1 wt GTP bind	Mcl1 Noxa PPI
O=C(CN1C(=O)NC2NC(=O)NC21)N/N=C/c1ccccc1O (stereo not given)	96	98	.	94	-56	96	95	95	1	98	7
O=C(O)c1cccc(OCc2ccccc2Cl)c1	?	?	21	?	-21	?	106	?	-6	?	13
CCOC(CNC(=O)CCc1c(C)nc2ncnn2c1C)OCC	91	92	13	96	2	95	101	93	-3	94	36
Cc1ccc(N(C(=O)c2csnn2)C(C(=O)NC(C)(C)C)c2cccnc2)cc1C (stereo not given)	101	94	-6	98	-6	98	102	94	0	102	-16
Cc1ccc(CNC(=O)CSc2ccc(-c3cccs3)nn2)cc1	96	98	3	98	-4	95	103	99	-7	99	-5
C=CCNc1oc(/C=C/c2ccccc2)nc1C#N	?	?	.	?	-36	?	99	?	1	?	27
O=C(Cn1nc(-c2cccc(Cl)c2)ccc1=O)Nc1ccccc1Br	97	89	-45	94	1	96	101	94	1	95	0
COC(=O)CSc1nc2nc(C)cc(C)n2n1	101	104	.	102	-17	103	100	98	0	104	-3
CC(C)NC(=O)CC1OC(=O)c2ccccc21 (stereo not given)	102	98	-28	103	-9	105	101	103	-3	104	-5
Cc1cc(C(C)c2ccccc2)c(O)c(CN2CCOCC2)c1C (stereo not given)	92	97	.	95	-21	92	104	93	0	91	-2
Cc1cc(C)nc(SCC(=O)n2c3c(c4ccccc42)CCCC3)n1	102	103	-4	102	-8	103	100	100	-1	106	5
CC(C)(C)NC(=O)COC(=O)c1cc(S(=O)(=O)N2CCCCC2)ccc1N1CCOCC1	97	99	-8	98	-18	99	99	99	1	102	-1
c1ccc2c(c1)nnn2-c1ncnc2sc3c(c12)CCCC3	94	98	.	97	80*	96	102	98	1	96	13
CC(C)(C)c1ccc(OCCCNCc2ccccc2)cc1	100	96	4	98	39	96	99	99	-1	99	-70
C/C(CCN1CCc2nc(-c3ccccc3)c(-c3ccccc3)cc2C1)=N\O[C@@H](C)c1cn([C@H](CO)Cc2ccccc2)nn1	97	96	.	99	-12	101	103	98	-2	106	-9
C=CCOC(=O)/C(=C\c1ccccc1)NC(=O)c1ccc(C)cc1	98	95	0	100	-17	97	99	99	1	103	117*
COc1ccc(CNC(=O)c2ccc(C)o2)cc1	98	98	.	100	-20	103	101	99	0	107	-3
CC(C)(C)NC(=O)NC(=O)CSc1ncn[nH]1	97	104	12	102	-10	100	100	98	-5	104	3
CCC(C)NC(=O)Cn1c(=O)n(CCCCC(=O)NCc2ccco2)c(=O)c2ccccc21 (stereo not given)	96	98	-1	94	-12	91	100	94	-1	87	26
CN(C)C(CNC(=O)c1cccnc1Sc1ccccc1)c1ccco1 (stereo not given)	99	101	-20	101	-18	101	110	103	-4	102	12

Some entries already given with just Bim-Mcl-1, Rac1 wt GTP bind and RGS8-Gao reg:
| SMILES | Bim-Mcl-1 | Rac1 wt GTP bind | RGS8-Gao reg |
| --- | --- | --- | --- |
| CN(C)C(CNC(=O)c1cccnc1Sc1ccccc1)c1ccco1 (stereo not given) | -4 | 102 | 110 |
| Cc1cc(C)nc(SCC(=O)n2c3c(c4ccccc42)CCCC3)n1 | -1 | 106 | 100 |

(listing goes on)
SMILES	Rac1 mut GTP	Rab7 wt GTP bind	Pf gametocyte	HRas wt GTP	Mcl1-Bid inh	Cdc42 wt GTP	RGS8-Gao reg	Rab2A wt mod	Bim-Mcl-1	Rac1 wt GTP bind	Mcl1 Noxa PPI
CCN(CC)S(=O)(=O)c1ccc(C)c(NC(=S)N2CCN(C/C=C/c3ccccc3)CC2)c1	98	108	-13	101	-50	101	97	101	-6	98	0
Cc1cc(=O)[nH]c(N/N=C/c2cccc([N+](=O)[O-])c2)n1	99	96	28	97	-9	102	107	95	2	101	14
O=C(NC(=S)Nc1ccc(S(=O)(=O)N2CCCC2)cc1)C1CC1	94	99	.	95	-43	96	99	96	0	96	9
COc1ccc(CCN2CC(C(=O)NC3CCCCC3)CC2=O)cc1OC (stereo not given)	96	103	5	99	-27	101	102	101	-1	102	10
CCN(CC)c1ccc(/C=C2/C(=O)ON=C2C)cc1	97	99	0	99	-54	98	98	98	-3	98	-40
CN(C(=S)Nc1ccc(F)cc1)C1(c2ccccc2Cl)CCCCC1=O (stereo not given)	101	99	-11	105	-34	104	100	103	-3	103	-40
O=C(Nc1cccc2ccccc12)N1CCc2ccccc2C1	101	93	7	98	-38	98	107	99	-6	101	-2
Cc1cc(NC(=O)CSCc2nc(-c3cccc(Cl)c3)oc2C)no1	98	101	.	98	-6	97	94	100	-2	99	-7
Cc1cccc(-c2csc(NC(=O)c3cnccn3)c2C(=O)OC(C)C)c1	101	101	.	104	-16	106	100	105	-1	105	-14
Cc1ccccc1N=C1NC(=O)CC(c2ccccc2)S1 (stereo not given)	98	100	.	101	-37	100	100	98	0	105	-18

3 consecutive entries already listed, for reference:
SMILES	Rac1 mut GTP	Rab7 wt GTP bind	Pf gametocyte	HRas wt GTP	Mcl1-Bid inh	Cdc42 wt GTP	RGS8-Gao reg	Rab2A wt mod	Bim-Mcl-1	Rac1 wt GTP bind	Mcl1 Noxa PPI
O=C(Nc1cccc2ccccc12)N1CCc2ccccc2C1	101	93	7	98	-38	98	107	99	-6	101	-2
Cc1cc(NC(=O)CSCc2nc(-c3cccc(Cl)c3)oc2C)no1	98	101	.	98	-6	97	94	100	-2	99	-7
Cc1cccc(-c2csc(NC(=O)c3cnccn3)c2C(=O)OC(C)C)c1	101	101	.	104	-16	106	100	105	-1	105	-14

Later entries
SMILES	Rac1 mut GTP	Rab7 wt GTP bind	Pf gametocyte	HRas wt GTP	Mcl1-Bid inh	Cdc42 wt GTP	RGS8-Gao reg	Rab2A wt mod	Bim-Mcl-1	Rac1 wt GTP bind	Mcl1 Noxa PPI
N#Cc1c(N)c(C#N)c(-c2ccc3c(c2)OCO3)c2c1CCCC2	94	92	-20	94	4	93	102	92	0	91	-3
CC1C(C#N)=C(SCC(N)=O)NC2=C1C(=O)CC(C)(C)C2 (stereo not given)	97	99	-21	100	-40	101	99	102	4	98	-5
CC(C)NCCOCCOc1ccccc1F	104	102	.	104	26	107	108	104	1	112	24
COc1ccc(CC(=O)Nc2ccc3c(c2)CCC3)cc1OC	97	98	20	98	-38	98	103	98	3	98	-4
O=C(CCCCCn1c(=O)[nH]c2ccsc2c1=O)NCc1ccc2c(c1)OCO2	100	110	.	105	-10	103	98	105	-1	102	-4
Cc1onc(-c2c(F)cccc2Cl)c1C(=O)N1C=CC(C(F)(F)F)=NCC1	94	100	11	101	-45	95	100	101	2	102	-8
